ELG1 genotox: inducers of genotoxicity in HEK293T ELG1-luciferase cells | Potency, µM (doses to about 46 µM), for inactives: at the highest dose activity change, positive = activation, usual class: activators | AID 504466 | 330,000 tested, 1.3% active | HEK293T ELG1-luciferase reporter, luminescence, 16 h; further: potency means the concentration at half of the fitted maximal effect; % of control where 0% means no effect; nearly all actives have a fitted effect of over 60% in size
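HEK293T cells expressing luciferase-tagged ELG1 were treated with compound or DMSO for 16 hr at 37°C. Luciferase activity was then read after 30 min with ONE-Glo at room temperature; rising signal flags genetic stress.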
Gal4-VP16 FLuc: Gal4-VP16 reporter inhibition counter-screen. Drosophila S2 Gal4-VP16 UAS-luciferase, luminescence, 20 h. Potency, µM (series often up to 53.6 µM), for inactives: at the highest dose activity, negative = inhibition, actives largely listed as inhibitors. 310,000 tested, 3.5% active. AID 2546;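 further: Gal4-VP16 expression switched on by copper sulfate through the metallothionein promoter; potency means the concentration at half of the fitted maximal effect; on the % scale 0 is the no-effect control and ±100 the full control effect; nearly all actives have a fitted effect of over 50% in size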
RORg inh: ROR gamma (mouse) transcription inhibition; P51450; Drosophila S2 Gal4-RORgamma UAS-luciferase reporter, 20 h; Potency, µM (highest dose often 53.6 µM), for the others: at the top dose activity change, negative = inhibition, usual class: inhibitors; 310,000 tested, 5.4% active; AID 2551; further: potency means the concentration at half of the fitted maximal effect; on the % scale 0 is the no-effect control and ±100 the full control effect; nearly all actives have a fitted effect of over 60% in size
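Luciferase reporter read in Schneider cells carrying Gal4-RORγ (mouse) and UAS-Photinus luciferase; cells given compound 1 h before 700 uM copper sulfate induction, then incubated 20 h at ambient temperature.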
FLuc modulator: counter-screen for miR-21 project: firefly luciferase inhibitors or activators; P08659; purified FLuc, Km substrates, luminescence inhibition; Potency, µM (titrated, usually from 57.5 µM), for inactives: top-dose activity change, negative = inhibition, most hits filed as inhibitors; 360,000 tested, 6.9% active; AID 588342;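 further: potency means the concentration at half of the fitted maximal effect; plate controls were vehicle for no effect and reference inhibitor for full effect; nearly all actives have a fitted effect of over 55% in size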
Target sequence (P08659 whole entry, looked up): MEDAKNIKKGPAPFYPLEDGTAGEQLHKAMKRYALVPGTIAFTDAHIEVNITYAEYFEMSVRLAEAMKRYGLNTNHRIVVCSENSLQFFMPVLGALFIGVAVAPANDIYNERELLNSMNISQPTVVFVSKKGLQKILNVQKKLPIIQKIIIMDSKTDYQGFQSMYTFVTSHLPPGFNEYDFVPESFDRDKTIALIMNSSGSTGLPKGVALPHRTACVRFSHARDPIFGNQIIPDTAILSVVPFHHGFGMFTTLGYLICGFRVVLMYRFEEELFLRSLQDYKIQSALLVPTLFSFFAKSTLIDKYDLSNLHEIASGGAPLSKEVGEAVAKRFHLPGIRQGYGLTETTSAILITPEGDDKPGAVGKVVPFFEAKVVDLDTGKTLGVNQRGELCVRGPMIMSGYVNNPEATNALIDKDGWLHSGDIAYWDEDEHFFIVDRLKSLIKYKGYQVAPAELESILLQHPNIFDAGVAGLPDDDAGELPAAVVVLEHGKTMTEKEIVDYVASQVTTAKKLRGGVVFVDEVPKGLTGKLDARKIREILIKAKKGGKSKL
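Purified P. pyralis luciferase, 10 nM final, with Km-level 10 uM D-luciferin and 10 uM ATP in 50 mM Tris acetate pH 7.5, 10 mM Mg acetate, 0.01% Tween-20, 0.05% BSA; 6-point qHTS titration about 60 µM downward; luminescence read.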
BRCA1 expr act: increases BRCA1 expression; MCF7-BRCA1-FFLuc reporter, luminescence, 48 h; response scale: scaled: vehicle 0%, 10 µM genistein 100%; Potency, µM (titrated, usually from 46.1 µM), without a hit: at the top dose activation, hits mostly activators; 380,000 tested, 1.1% active; AID 624202; further: potency means the concentration at half of the fitted maximal effect; nearly all actives have a fitted effect of over 80% in size; some results filed as inactive show a strong effect at the top dose
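First, MCF7-BRCA1-FFLuc cells (2000/well) attach for 2 h; next, compounds are pin-added and incubated 48 h at 37 °C; finally, luciferase reagent is added and luminescence read after 15 min.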
PKM2 act: increases activity of human pyruvate kinase M2. P14618. purified PKM2, Kinase-Glo ATP luminescence, activation; response scale: 0% is enzyme alone, no compound. Potency, µM (series often up to 57.5 µM), inactives show top-dose activation, actives largely listed as activators. AID 1631. 260,000 tested, 0.34% active; further: potency means the concentration at half of the fitted maximal effect; on the % scale 0 is the no-effect control and ±100 the full control effect; nearly all actives have a fitted effect of over 55% in size
Target sequence (P14618 whole entry, looked up): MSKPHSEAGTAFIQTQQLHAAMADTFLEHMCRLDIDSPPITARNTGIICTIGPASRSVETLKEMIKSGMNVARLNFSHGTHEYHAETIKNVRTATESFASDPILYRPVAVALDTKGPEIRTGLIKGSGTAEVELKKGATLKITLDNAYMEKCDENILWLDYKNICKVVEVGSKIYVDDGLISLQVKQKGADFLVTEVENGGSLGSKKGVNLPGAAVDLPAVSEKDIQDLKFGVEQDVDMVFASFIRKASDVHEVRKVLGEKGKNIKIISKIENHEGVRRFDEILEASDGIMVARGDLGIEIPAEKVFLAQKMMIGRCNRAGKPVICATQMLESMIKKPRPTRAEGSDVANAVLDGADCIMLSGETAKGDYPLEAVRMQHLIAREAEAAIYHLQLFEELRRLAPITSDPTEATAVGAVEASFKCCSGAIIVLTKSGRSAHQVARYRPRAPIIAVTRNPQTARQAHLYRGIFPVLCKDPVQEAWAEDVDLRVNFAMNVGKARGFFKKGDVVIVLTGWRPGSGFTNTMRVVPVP
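Purified hPK-M2 (>95%) run at intermediate activity with 0.1 mM ADP and 0.5 mM PEP in 50 mM imidazole pH 7.2, KCl, MgCl2; 1 h room temperature. ATP formed read by Kinase-Glo luminescence; normalized to uninhibited and no-enzyme controls.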
NPC1 prom act: NPC1 promoter activation. Huh7 NPC1 promoter luciferase reporter, 24 h. Potency, µM (titrated, usually from 9.22 µM), for inactives: at the highest dose activation, actives largely listed as activators. 320,000 tested, 2.4% active;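 further: potency means the concentration at half of the fitted maximal effect; % of control where 0% means no effect; nearly all actives have a fitted effect of over 60% in size; reporter is driven by a mutant NPC1 promoter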
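Compounds in DMSO were transferred onto Huh7 NPC1-luciferase reporter cells pre-incubated 2 h; after 24 h at 37 °C, Amplite reagent was dispensed and luminescence recorded 10 min later.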
p53 reactivation: restores transcriptional activity of mutant p53 | H1299 p53-A138V BP100-luciferase reporter, luminescence, 24 h | Potency, µM (top dose mostly 92.2 µM), without a hit: at the highest dose activity change, positive = activation, hits mostly activators | 320,000 tested, 0.063% active | AID 504706; further: potency means the concentration at half of the fitted maximal effect; % of control where 0% means no effect; nearly all actives have a fitted effect of over 45% in size
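p53-null H1299 cells stably carrying temperature-sensitive p53-A138V and a BP100-luciferase reporter were pinned with compounds (4-point, 1:5 series) and held 24 hrs at 37 deg C. Luminescence was read 10 min after detection reagent.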
Giardia killer: kills Giardia lamblia; activity change, % at 7.66 µM, hits read low; AID 540267; 340,000 tested, 0.15% active; Giardia lamblia trophozoite viability; in the data active means activity change below about -80%; inconclusive means between about -30% and that limit;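 further: parasites exposed to compound for two days anaerobically before the ATP read; on the % scale 0 is the no-effect control and ±100 the full control effect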
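Killing of trophozoites was scored by loss of ATP luminescence after a 48 hrs anaerobic exposure to compounds at 37 deg C, using 100 cells per well.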
Menin-MLL TR inh: displaces Texas Red mutant MLL peptide from human menin; O00255; Menin + Texas Red MLL mutant peptide, fluorescence polarization; Potency, µM (series often up to 61.6 µM), without a hit: at the highest dose FP activity change, negative = inhibition, usual class: inhibitors; 270,000 tested, 0.23% active; AID 1768; active means well fitted inhibition curve with a large enough effect in the polarisation, with a control signal flat, not every such curve was filed as active; inconclusive means small, poorly fitted or top-dose-only effect, or effect the other way, or a change in a side signal; inactive means no such curve, though single readings can be large or run the other way; the % refers to the polarisation; further: potency means the concentration at half of the fitted maximal effect; % of control where 0% means no effect; many of its hits are not listed in these tables
Rab9 promoter act: activators of Rab9 promoter. 320,000 tested, 2.8% active. Potency, µM (doses to about 9.22 µM), without a hit: at the highest dose activation, negative = inhibition, actives largely listed as activators. Huh7 Rab9 promoter-luciferase reporter, luminescence, 24 h; further: potency means the concentration at half of the fitted maximal effect; % of control where 0% means no effect; nearly all actives have a fitted effect of over 60% in size
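Luciferase signal after 10 min detection reagent at ambient indicates Rab9 promoter upregulation; stably transfected Huh7 cells were treated 24 h with compound in DMSO at 37 °C, 5% CO2.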
Numbers without * were called inactive; ? = inconclusive; . = not tested or not shown; [ ] = remark or other dose. Unless noted, the call rests on the fitted dose curve; in most records, active means well fitted curve in the direction sought with a large enough effect; inconclusive means small, poorly fitted or top-dose-only effect, or another doubt; inactive means no such curve, though single readings can be large; an effect the other way counts as inactive or inconclusive.

No.	canonical_smiles	ELG1 genotox	Gal4-VP16 FLuc	RORg inh	FLuc modulator	BRCA1 expr act	PKM2 act
1	Cc1ccc(C(=O)NCCNC(=O)c2ccccn2)cc1	4%	-1%	-18%	-7%	-1%	.
2	COc1ccc(C(=O)Nc2ccccc2Cc2ccccc2)c(OC)c1	3%	6%	4%	-19%	-31%	-2%
3	CCCCC(=O)Nc1ccc(C(=O)Nc2ccc(OC)cc2[N+](=O)[O-])cc1	7%	?	-34%	1%	-26%	-16%
4	CC(C)CC(=O)Nc1ccc2c(c1)OCO2	4%	-9%	6%	-19%	6%	0%
5	COc1ccccc1NCC(=O)N/N=C/c1sccc1C	0%	?	?	-12%	-7%	1%
6	COc1ccc(S(=O)(=O)N2CCC(C(=O)Nc3cccc(C(C)=O)c3)CC2)cc1C	-17%	2%	-10%	0%	-16%	-3%
7	Cc1csc(SCC(=O)Nc2cccc(S(=O)(=O)N3CCCC3)c2)n1	1%	-8%	16%	-4%	11%	7%
8	Cc1cnc(NC(=O)CCc2ccccc2)s1	?	4%	-2%[1.91 µM]	?	?	-5%
9	COc1ccc(S(=O)(=O)N2CCCCCC2)cc1C(=O)N(C)Cc1ccc(Cl)cc1Cl	2%	.	.	-3%	-48%	.
10	COC(=O)c1c(NC(=O)c2cccc(N3C(=O)CCC3=O)c2)sc2c1CCN(C(C)=O)C2	3%	4%	-38%	0%	-4%	-4%
11	CC(=O)c1cc(CN2CCN(Cc3ccccc3)C(CCO)C2)cs1 (centres undefined)	0%	-2%	-4%	0%	0%	-1%
12	Cc1ccc(CNC(=O)Cn2cnc3c(NC(=O)OCc4ccccc4)ncnc32)o1	3%	.	.	-13%	27%	.

No.	NPC1 prom act	p53 reactivation	Giardia killer	Menin-MLL TR inh	Rab9 promoter act
1	-1%	3%	4	-10%	15%
2	6%	-2%	-1	-4%	-3%
3	11%	14%	2	?	7%
4	2%	7%	-10	16%	1%
5	-4%	13%	-27	25%	2%
6	-2%	3%	3	-6%	-1%
7	1%	5%	3	3%	-3%
8	-14%	.	-23	15%	9%
9	-4%	-6%	13	.	-3%
10	-4%	1%	-6	.	2%
11	4%	-2%	0	-3%	4%
12	13%	18%	-1	.	-3%

New compounds follow.
No.	canonical_smiles	ELG1 genotox	Gal4-VP16 FLuc	RORg inh	FLuc modulator	BRCA1 expr act	PKM2 act
13	CCc1ccc2[nH]c(=O)c(C(c3nnnn3Cc3ccccc3)N3CCOCC3)cc2c1 (centres undefined)	1%	-7%	-1%	3%	2%	-1%
14	CCn1ncc2c(OCc3ccc(C#N)cc3)cc(C)nc21	0%	-2%	3%	-1%	0%	-5%
15	COc1cc(/C=N/NC(=O)c2ccccn2)cc2c1OCO2	?	-9%	25%	24µM*	?	1%
16	CS(=O)(=O)N1CCN(c2ccccc2NC(=O)CSc2nnc(-c3ccco3)o2)CC1	-1%	0%	34%	-2%	10%	-3%
17	CCn1nnnc1SCC(=O)N1c2ccccc2CCc2ccccc21	-4%	4%[0.365 µM]	22%	4%	-18%	0%
18	CCOC(=O)C1=C(C)N=C2SC(C)C(=O)N2C1c1ccccc1 (centres undefined)	-2%	-5%	-12%	0%	-11%	-3%
19	CCOC(=O)Cn1c(CN2CCOCC2)nc2c1c(=O)[nH]c(=O)n2C	3%	-11%	0%	0%	9%	-19%
20	O=C(CNC(=O)c1ccc(F)cc1)N/N=C/c1cc(Br)ccc1OC(=O)/C=C/c1ccco1	16%	?	5µM*	-4%	-37%	-2%
21	COc1ccc(C2C=C(c3ccc(C)cc3)Nc3ncnn32)cc1 (centres undefined)	-7%	-19%	?	-22%	?	-6%
22	O=C(COC(=O)CNS(=O)(=O)c1ccc(Cl)cc1)NC1CCCCC1	0%	.	.	3%	0%	.
23	Cc1c(C)c2c(OCC(=O)NCC(O)c3ccccc3)cc3c(c2oc1=O)CCC(C)(C)O3 (centres undefined)	1%	20%	0%	-1%	-8%	2%
24	O=C1CC(N2CCN(c3ccccc3Cl)CC2)C(=O)N1c1ccc(F)cc1 (centres undefined)	-5%	13%	38%	1%	1%	-4%

No.	NPC1 prom act	p53 reactivation	Giardia killer	Menin-MLL TR inh	Rab9 promoter act
13	10%	-1%	-24	12%	15%
14	-2%	-6%	19	-10%	-13%
15	?	?	-10	-21%	?
16	-1%	1%	-13	-1%	1%
17	2%	-6%	12	?	-2%
18	3%	2%	7	-11%	-2%
19	0%	2%	-14	5%	1%
20	-46%[inhibitor]	8%	-11	.	-35%[inhibitor]
21	26%	11%	-9	0%	27%
22	-1%	0%	-13	.	-7%
23	0%	.	-11	?	10%
24	-2%	-3%	14	2%	-9%

Following part
No.	canonical_smiles	ELG1 genotox	Gal4-VP16 FLuc	RORg inh	FLuc modulator	BRCA1 expr act	PKM2 act
25	O=C(N=Nc1c(O)[nH]c2ccccc12)c1cccc(S(=O)(=O)Nc2ccccc2Cl)c1	-3%	8%	-13%	21µM*	37%	-3%
26	COc1ccccc1CNC(=O)C1CCC(CNS(=O)(=O)c2cccc3cccnc23)CC1 (centres undefined)	6%	-17%	-14%	2%	-7%	.
27	CCn1c(SCC(=O)Nc2cccc(S(=O)(=O)N(C)c3ccccc3)c2)nnc1C1CC1	1%	.	.	0%	-18%	.
28	COc1cccc(CNC(=O)c2ccc(Cl)c(NC3=NC4CS(=O)(=O)CC4S3)c2)c1 (centres undefined)	0%	5%	-23%	0%	0%	.
29	O=C(OCC(=O)N1CCOCC1)c1ccccc1O	?	3%	-6%	24µM*	?	-13%
30	CCn1c(=O)c2c(nc(SCC(=O)NCC3CCCO3)n2C)n(C)c1=O (centres undefined)	0%	-1%	?	3%	-4%	0%
31	COc1ccccc1NC(=O)c1ccccc1-c1ccccc1C(=O)O	1%	13%	3%	0%	-5%	-2%
32	O=C(COC(=O)c1ccc2c(c1Cl)C(=O)c1ccccc1C2=O)NC1CCCCC1	0%	-23%	-38%	2%	-18%	-2%
33	C=CCn1c(SCCNC(C)=O)nc2cc(-c3ccccc3)sc2c1=O	10%	1%	?	?	22%	-1%
34	O=C(C1CCCCC1)N1CCc2ccccc21	20%	9%	-2%	-11%	26%	-2%
35	Cc1cc(Cl)c(OCCN2C(=O)NC(C)(C)C2=O)c(Br)c1	-1%	4%	5%	3%	-3%[1.84 µM]	0%
36	CCCCCCCn1c(=N)n(CC(=O)c2ccco2)c2ccccc21	-7%	-14%	-42%	8%	-75%	1%

No.	NPC1 prom act	p53 reactivation	Giardia killer	Menin-MLL TR inh	Rab9 promoter act
25	1%	0%	0	?	-2%
26	-6%	-4%	4	.	-1%
27	-3%	2%	24	.	-10%
28	0%	1%	-26	.	2%
29	?	?	-10	-1%	4µM*
30	-1%	7%	31[activator]	0%	-3%
31	0%	3%	7	1%	-8%
32	-1%	-9%	-14	9%	-3%
33	7%	10%	5	-7%	10%
34	7%	5%	-19	1%	-2%
35	1%	-5%	6	3%	8%
36	-7%	3%	7	?	1%

(further entries)
No.	canonical_smiles	ELG1 genotox	Gal4-VP16 FLuc	RORg inh	FLuc modulator	BRCA1 expr act	PKM2 act
37	CC(Sc1nnc(-c2ccncc2)n1-c1ccc(F)cc1)C(=O)NC1CC1 (centres undefined)	1%	.	.	1%	26%	.
38	CC1(C)CC(=O)C(N=Nc2ccc(F)cc2)=C(O)C1	?	6%	2%	15µM*	?	-9%
39	C=CCn1c2ccccc2c(=O)c2cc(C#Cc3ccsc3)ccc21	10%	-6%	-18%	0.67µM*	.	-4%
40	CCOC(=O)c1nn(-c2ccc(C)cc2)c(=O)cc1OCC(=O)Nc1cccc(C)c1	0%	.	.	-1%	-30%	.
41	CCOc1ccc(C(=O)Nc2c3c(nn2-c2ccc(C)cc2)CS(=O)C3)cc1OCC (centres undefined)	6%	-3%	-13%	7%	4%	-17%

No.	NPC1 prom act	p53 reactivation	Giardia killer	Menin-MLL TR inh	Rab9 promoter act
37	0%	5%	5	.	-3%
38	-1%	?	-8	.	21%
39	16%	10%	.	?	21%
40	2%	-2%	10	.	-6%
41	0%	0%	3	-11%	-6%

Rab9 promoter act: hit marks shown above
#	Molecule	RORg inh	BRCA1 expr act	NPC1 prom act	p53 reactivation	Menin-MLL TR inh	Rab9 promoter act
29	O=C(OCC(=O)N1CCOCC1)c1ccccc1O	-6%	?	?	?	-1%	4µM*

A portion of the library; count on the stated rates, not on these rows.
